# Pol beta inh = DNA polymerase beta (human) inhibition; Potency, µM (series often up to 114 µM), without a hit: at the highest dose activity change, negative = inhibition, actives largely listed as inhibitors; 340,000 tested, 1.3% active; Pol beta primer extension/strand displacement, fluorescence kinetic; P06746; also: % is scaled to controls: 0 for no effect and ±100 for the full control effect
#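 Curves were derived by four-parameter Hill fits of normalized qHTS data. The kinetic fluorescent primer-extension read was taken at 0 and 10 min after 50 nM substrate, following a 15 min room-temperature preincubation of 10 nM enzyme with compounds.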
# Pol eta inh = DNA polymerase eta (human) inhibition; Potency, µM (top dose mostly 114 µM), for inactives: at the top dose activity change, negative = inhibition, usual class: inhibitors; 390,000 tested, 1.2% active; Q9Y253; recombinant Pol eta, fluorescent DNA replication assay; also: % is scaled to controls: 0 for no effect and ±100 for the full control effect
#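 Fluorescent replication assay: 50 nM final substrate added after a 15 min room-temperature compound preincubation with 10 nM enzyme. Signal taken at 0 min and again at 10 min.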
# Pol iota inh = DNA polymerase iota (human) inhibition; AID 588590; 390,000 tested, 1% active; Potency, µM (top dose mostly 115 µM), inactives show at the top dose activity, negative = inhibition, most hits filed as inhibitors; Q9UNA4; Pol iota fluorescent replication assay, 10 min
#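 Fluorescent replication assay read twice, at 0 min and 10 min after adding 50 nM (final) substrate. Enzyme (10 nM) and compounds were first incubated 15 min at room temperature; enzyme-free buffer wells were negative controls.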
# APEX1 inh = APE1 (human) endonuclease inhibition; P27695; recombinant APE1, TAMRA/BHQ-2 abasic DNA cleavage fluorescence; Potency, µM (series often up to 65.8 µM), inactives show at the top dose activity change, negative = inhibition, usual class: inhibitors; 350,000 tested, 0.35% active;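 also: plate controls were vehicle for no effect and reference inhibitor for full effect; nearly all actives have a fitted effect of over 55% in size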
#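 Substrate: short duplex with […] THF abasic site, 5'-TAMRA and 3'-BHQ-2, 50 nM final. APE1 at 0.75 nM, preincubated 15 min RT with compound. Fluorescence increase from first to third read measured activity.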
# G9a inh = blocks human histone lysine methyltransferase G9a | 350,000 tested, 8.8% active | G9a H3K9 monomethylation, AlphaScreen, 2 h | Q96KQ7 | Potency, µM (highest dose often 102 µM), for inactives: at the highest dose activity, negative = inhibition, actives largely listed as inhibitors | AID 504332; also: % is scaled to controls: 0 for no effect and ±100 for the full control effect; nearly all actives have a fitted effect of over 75% in size
#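 Methyltransferase reactions run at room temperature for 2 h (20 nM enzyme, 500 nM biotin-H3K9 peptide, 20 uM SAM) after a 15 min compound preincubation; product detected by AlphaScreen beads and anti-H3K9me1 antibody.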
# BAZ2B block = BAZ2B (human) inhibition. AID 504333. Potency, µM (top dose mostly 114 µM), without a hit: top-dose activity change, negative = inhibition, hits mostly inhibitors. 360,000 tested, 4.4% active. AlphaScreen BAZ2B-H3K14Ac peptide displacement; also: % is scaled to controls: 0 for no effect and ±100 for the full control effect; nearly all actives have a fitted effect of over 60% in size
#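 AlphaScreen displacement of biotin-H3(5-23)K14Ac peptide (50 nM final) from BAZ2B (50 nM final) in PBS pH 7.4, 0.01% Tween-20; complex preformed 30 min RT, then compounds (top 110 uM) 30 min RT, beads 20 min dark.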
# BLM inh = Bloom syndrome helicase (human) inhibition. P54132. recombinant BLM DNA unwinding, fluorescence dequenching. Potency, µM (doses to about 56.1 µM), for inactives: at the top dose activity change, negative = inhibition, most hits filed as inhibitors. 350,000 tested, 0.2% active. AID 2528;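 also: plate controls were vehicle for no effect and no enzyme for full effect; nearly all actives have a fitted effect of over 35% in size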
# Target sequence (P54132 whole entry, looked up): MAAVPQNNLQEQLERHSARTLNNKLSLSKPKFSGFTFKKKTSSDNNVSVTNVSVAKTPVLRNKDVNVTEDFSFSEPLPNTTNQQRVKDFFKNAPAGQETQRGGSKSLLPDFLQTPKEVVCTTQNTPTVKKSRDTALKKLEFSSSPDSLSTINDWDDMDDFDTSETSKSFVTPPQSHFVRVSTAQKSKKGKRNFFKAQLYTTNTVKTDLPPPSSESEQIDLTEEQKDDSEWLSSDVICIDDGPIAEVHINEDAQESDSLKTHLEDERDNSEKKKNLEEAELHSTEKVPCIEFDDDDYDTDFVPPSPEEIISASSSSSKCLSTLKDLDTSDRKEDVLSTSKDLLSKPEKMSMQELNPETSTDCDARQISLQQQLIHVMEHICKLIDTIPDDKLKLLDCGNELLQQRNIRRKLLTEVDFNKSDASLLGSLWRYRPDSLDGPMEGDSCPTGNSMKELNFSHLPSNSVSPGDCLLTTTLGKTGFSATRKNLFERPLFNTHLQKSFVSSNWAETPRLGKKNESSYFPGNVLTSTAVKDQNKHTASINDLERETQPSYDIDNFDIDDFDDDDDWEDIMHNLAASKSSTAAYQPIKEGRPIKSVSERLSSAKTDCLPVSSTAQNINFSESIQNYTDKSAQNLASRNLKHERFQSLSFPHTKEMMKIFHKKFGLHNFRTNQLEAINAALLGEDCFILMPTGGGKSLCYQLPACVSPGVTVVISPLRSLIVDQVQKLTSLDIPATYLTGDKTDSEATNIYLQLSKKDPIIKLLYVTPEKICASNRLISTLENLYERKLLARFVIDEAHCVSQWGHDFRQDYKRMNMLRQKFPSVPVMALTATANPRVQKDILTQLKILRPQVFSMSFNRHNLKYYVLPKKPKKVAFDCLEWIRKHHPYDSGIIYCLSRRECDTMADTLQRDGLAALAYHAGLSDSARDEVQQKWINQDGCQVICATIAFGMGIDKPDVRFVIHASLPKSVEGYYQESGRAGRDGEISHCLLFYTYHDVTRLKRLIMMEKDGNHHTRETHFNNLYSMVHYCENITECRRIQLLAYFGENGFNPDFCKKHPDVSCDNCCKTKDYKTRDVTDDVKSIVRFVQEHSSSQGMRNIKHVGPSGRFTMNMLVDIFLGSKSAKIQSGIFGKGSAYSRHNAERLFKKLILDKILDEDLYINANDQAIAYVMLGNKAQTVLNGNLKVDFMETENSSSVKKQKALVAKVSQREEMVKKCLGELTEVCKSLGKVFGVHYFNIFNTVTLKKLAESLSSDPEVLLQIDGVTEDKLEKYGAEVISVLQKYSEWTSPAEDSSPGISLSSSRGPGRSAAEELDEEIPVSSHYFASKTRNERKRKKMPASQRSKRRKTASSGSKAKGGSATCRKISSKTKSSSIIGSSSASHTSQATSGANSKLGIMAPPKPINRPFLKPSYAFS
# POLK inh = blocks human DNA polymerase kappa activity; Q9UBT6; purified Pol kappa, fluorescent DNA synthesis assay, 10 min; Potency, µM (doses to about 107 µM), inactives show at the highest dose activity, negative = inhibition, actives largely listed as inhibitors; 400,000 tested, 0.53% active; also: % is scaled to controls: 0 for no effect and ±100 for the full control effect
#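 10 nM Pol kappa was preincubated with compounds for 15 min at room temperature. Reaction started with 50 nM (final) substrate. Fluorescence read kinetically at 0 and 10 min.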
# JMJD2A Tudor inh = JMJD2A Tudor domain (human) inhibition. O75164. AlphaScreen JMJD2A-Tudor / H3K4me3 peptide binding. Potency, µM (doses to about 114 µM), inactives show at the highest dose activity change, negative = inhibition, actives largely listed as inhibitors. 390,000 tested, 4.4% active; also: % is scaled to controls: 0 for no effect and ±100 for the full control effect; nearly all actives have a fitted effect of over 50% in size
# Active calls of the source: *; ? = inconclusive; nt = no result given; & = joins results of further samples; [ ] = another dose, or the depositor's remark. Calls follow the shape of the dose curve; as a rule, active = well fitted curve in the direction sought with a large enough effect; inconclusive = small, poorly fitted or top-dose-only effect, or another doubt; inactive = no such curve, though single readings can be large; an effect the other way counts as inactive or inconclusive. Potency is read from the fitted curve at half-maximal effect. This is a subset, so the mix of outcomes need not match the whole.
# Key to letters – A = Pol beta inh; B = Pol eta inh; C = Pol iota inh; D = APEX1 inh; E = G9a inh; F = BAZ2B block; G = BLM inh; H = POLK inh; I = JMJD2A Tudor inh
COc1ccc(-c2cc(C(F)(F)F)nc(SCC(=O)Nc3ccc4c(c3)OCO4)n2)cc1OC
  A = 10%; B = -21%; C = 29%; D = 6%; E = -2%[59 µM]; F = -5%; G = -3%; H = -15%; I = -8%

CCCCN(CC)S(=O)(=O)c1ccc2c(c1)n(C)c(=O)c(=O)n2C
  A = -18%; B = 0%; C = -5%; D = -2%; E = -1%; F = -1%; G = -2%; H = -17%; I = -1%

CC(=O)c1ccc(-n2c(CCC(=O)O)ccc2-c2ccc(Cl)cc2)cc1
  A = -23%; B = -7%; C = 2%; D = 7%; E = 40µM*; F = ?; G = 0%; H = -5%; I = -31%

CSc1ccccc1OCc1cc(C(=O)N(C)CCn2nc(C)cc2C)no1
  A = 2%; B = -5%; C = 1%; D = -11%; E = 0%[0.501 µM]; F = ?; G = -3%; H = -13%; I = 13µM*

Cc1ccccc1C(=O)NC(=S)Nc1ccc2[nH]c(=O)[nH]c2c1
  A = 11%; B = -1%; C = 28%; D = 5%; E = -31%; F = -15%; G = -3%; H = 2%; I = -16%

CC(=O)C1=C(O)C(=O)N(c2ccc(Br)cn2)C1c1ccc(Br)cc1 (stereo unspecified)
  A = -4%; B = -6%; C = 7%; D = 3%; E = 56µM*; F = ?; G = -2%; H = -3%; I = 22µM*

CCOC(=O)C1=C(N)n2c(s/c(=C\c3cccs3)c2=O)=C(C(=O)OCC)C1c1cccs1 (stereo unspecified)
  A = 14%; B = -12%; C = -4%; D = -8%; E = ?; F = -35%; G = -1%; H = -4%; I = -27%

C1CCc2nnc(-c3nnc4n3CCCCC4)n2CC1
  A = 11%; B = -10%; C = 15%; D = 0%; E = 34%[12.7 µM]; F = -3%; G = 0%; H = -2%; I = -2%

CCCCCn1c(N2CCCC2)nc2c1c(=O)n(C)c(=O)n2C
  A = 31%; B = -2%; C = 126%[activator]; D = 9%; E = nt; F = -2%; G = -1%; H = 2%; I = -23%

O=C(NCCCN1CCOCC1)c1cc2c([nH]c3ccccc32)c(-c2cccc(Br)c2)n1
  A = 19%; B = -14%; C = 31%[activator]; D = -15%; E = 12%[12.7 µM]; F = ?; G = 43%[activator]; H = -5%; I = ?

O=C(NCc1ccc(Cl)cc1)c1ccc2c(c1)NC(=O)C(CS(=O)(=O)Cc1ccc(F)cc1Cl)N2 (stereo unspecified)
  A = -27%; B = ?; C = -21%; D = nt; E = 16µM*; F = 10%[57.1 µM]; G = -5%; H = -14%; I = ?

Fc1ccc(Nc2ncncc2-c2ccoc2)cc1
  A = nt; B = nt; C = nt; D = -5%; E = 17%[0.501 µM]; F = nt; G = -18%; H = -9%[60.1 µM]; I = nt

C=CCn1cnc2sc(C(=O)Nc3ccccc3OC)c(C)c2c1=O
  A = ?; B = -16%; C = ?; D = -1%; E = 11%; F = 2%; G = -9%; H = 2%; I = -8%

C/C(=N/Nc1ncc(Br)cn1)c1ccc(Br)cc1
  A = 1%; B = -7%; C = 110%[activator]; D = 0%; E = nt; F = -1%; G = -7%; H = 1%; I = ?

COC(=O)c1ccc(CSc2nc3c([nH]c4ccccc43)c(=O)n2-c2ccc(F)cc2)o1
  A = 55%; B = -4%; C = -1%; D = nt; E = 21%[59 µM]; F = 4%; G = -4%; H = -2%[60.1 µM]; I = -10%

CCNc1ncc2nc(-c3cccs3)c(=O)n(Cc3cccs3)c2n1
  A = nt; B = nt; C = nt; D = -2%; E = -4%[0.501 µM]; F = nt; G = -5%; H = -5%[60.1 µM]; I = nt

CCCCC(c1nnnn1CCOC)N1CCN(C)CC1 (stereo unspecified)
  A = 0%; B = 10%; C = ?; D = 1%; E = -23%[59 µM]; F = 4%; G = 5%; H = -14%; I = -13%

Cc1[nH]c2ccccc2c1-c1nc2ccccc2[nH]1
  A = -21%; B = 1%; C = 4%; D = 3%; E = ?; F = ?; G = -5%; H = -19%; I = -33%

CC(=O)c1ccc(NC(=O)Cn2nc(C)cc2C)cc1
  A = -1%; B = -9%; C = 24%; D = -1%; E = 7%[12.7 µM]; F = -3%; G = -2%; H = -15%; I = -1%[57.1 µM]

CCOC(=O)Cn1c(-c2ccccc2)nc2ccccc2c1=O
  A = -1%; B = -12%; C = 48%[activator]; D = -6%; E = nt; F = 50%[activator]; G = -5%; H = -1%; I = 92%[activator]

Cc1c(C#N)c(N)nc2c3c(sc12)NC(=O)CC3c1ccc(F)cc1 (stereo unspecified)
  A = 1%; B = -12%; C = 7%; D = 1%; E = -45%[59 µM]; F = -20%; G = -6%; H = 1%; I = -12%

CCOC(=O)c1ccccc1NC(=O)N1CCc2c(sc(C)c2CC)C1c1ccccc1 (stereo unspecified)
  A = 7%; B = -22%; C = 25%; D = nt; E = 26%[59 µM]; F = 15%; G = -4%; H = -3%[60.1 µM]; I = -8%

O=[N+]([O-])c1ccc(N2CCN(C(=S)Nc3ccccc3)CC2)cc1
  A = 17%; B = -22%; C = 85%[activator]; D = -5%; E = -15%; F = 0%; G = -11%; H = -3%; I = 1%

COc1ccc2c(c1)c(CC(=O)Nc1ccccc1OC)c(C)n2C(=O)c1ccc(Cl)cc1
  A = -26%; B = -12%; C = 25%; D = -1%; E = 14%[59 µM]; F = -10%; G = -10%; H = -14%; I = -13%

CCC1C(=O)N=C(SCC(=O)Nc2cccc3ccccc23)NC1=O (stereo unspecified)
  A = 20%; B = -9%; C = 1%; D = -5%; E = ?; F = 7%; G = 1%; H = -6%; I = -16%

# (more compounds)
# Key to letters – A = Pol beta inh; B = Pol eta inh; C = Pol iota inh; D = APEX1 inh; E = G9a inh; F = BAZ2B block; G = BLM inh; H = POLK inh; I = JMJD2A Tudor inh
CCOC(=O)c1coc(CNC(=O)c2c(C)oc3c2CCCC3)c1
  A = 21%; B = -3%; C = 2%; D = 11%; E = 56µM*; F = ?; G = -7%; H = -19%; I = -27%

CS(=O)(=O)N(Cc1ccccc1)c1ccc(C(=O)N2CCN(c3cccc(Cl)c3)CC2)cc1
  A = 4%; B = -23%; C = 27%; D = ?; E = 11%[59 µM]; F = 1%; G = -9%; H = -12%; I = -21%

COc1cc2c(cc1O)C(Cc1ccc(O)cc1)[N+](C)(C)CC2 (stereo unspecified)
  A = nt; B = nt; C = nt; D = -7%; E = ?; F = nt; G = -2%; H = 1%[60.1 µM]; I = nt

O=C(CSc1nc(-c2ccccc2)c(-c2ccccc2)[nH]1)NCc1ccco1
  A = -1%; B = -8%; C = 1%; D = ?; E = ?; F = -29%; G = -7%; H = -8%; I = 40µM*

COc1ccc(S(=O)(=O)N2CCCCC2)cc1NC(=O)c1ccc(N2CCCC2=O)cc1
  A = nt; B = -1%; C = 20%; D = -2%; E = -25%[59 µM]; F = 3%; G = nt; H = 0%; I = -14%

O=C(O)Cn1c(C(=O)Nc2nc(-c3ccccc3Cl)cs2)cc2ccccc21
  A = nt; B = nt; C = nt; D = -1%; E = -27%[12.7 µM]; F = nt; G = -3%; H = -7%[19.4 µM]; I = nt

O=C(Nc1ccc(Nc2ccccc2)cc1)c1ccc(Cl)cc1Cl
  A = nt; B = -14%; C = 38%[activator]; D = nt; E = nt; F = nt; G = nt; H = -3%; I = ?

COc1cccc(-n2nnc3c(=O)n(CC(=O)Nc4ccccc4C)cnc32)c1
  A = ?; B = -3%; C = -2%; D = -1%; E = -33%; F = -21%; G = -7%; H = 12%; I = -23%

Cc1ccc(-c2onc3ccc(C4(C)OCCO4)cc23)cc1
  A = 24%; B = 1%; C = 7%; D = 22%; E = 8%[12.7 µM]; F = 2%; G = 1%; H = -14%; I = -13%

CCC(=O)NC(c1ccco1)c1cc(Cl)c2ccccc2c1O (stereo unspecified)
  A = nt; B = -20%; C = 61%[activator]; D = -2%&-23%; E = -1%[0.501 µM]; F = -33%; G = nt; H = 6%; I = -25%

Brc1ccc(NCc2cccc3ccccc23)nc1
  A = 11%; B = -2%; C = 7%; D = 2%; E = 42%[59 µM]; F = -3%; G = -5%; H = -14%; I = 31%

O=C(c1ccccc1Cl)N1CCN(c2ncccn2)CC1
  A = nt; B = -17%; C = 18%; D = nt; E = nt; F = nt; G = nt; H = -4%; I = 7%

COc1cccc(CC(=O)Nc2c(C(=O)N3CCN(c4ccccc4F)CC3)oc3ccccc23)c1
  A = -1%; B = -14%; C = 20%; D = nt; E = ?; F = -20%; G = -2%; H = 6%; I = -19%

O=C(Cc1ccc(Cl)cc1)NCCc1cnc[nH]1
  A = 14%; B = -15%; C = 35%[activator]; D = 0%; E = -12%; F = 7%; G = 0%; H = 3%; I = -2%

CCCc1nn2c(=O)cc(COC(=O)c3cccc(NC(=O)COc4ccc(F)cc4)c3)nc2s1
  A = 26%; B = 15%; C = -7%; D = nt; E = -6%[12.7 µM]; F = -10%; G = -1%; H = -4%[60.1 µM]; I = 1%

O=C(c1ccco1)N1CCN(CC(O)COc2ccc3oc4ccccc4c3c2)CC1 (stereo unspecified)
  A = -1%; B = -5%; C = -15%; D = 0%; E = ?; F = ?; G = 2%; H = -7%; I = -29%

O=C(c1cc2c(s1)CCC2)N1C(=O)c2ccccc2S1(=O)=O
  A = 22%; B = -15%; C = 8%; D = 4%; E = 40µM*; F = 50µM*; G = -2%; H = -2%; I = ?

# Record cards, from the list above. Order of screens: Pol beta inh | Pol eta inh | Pol iota inh | APEX1 inh | G9a inh | BAZ2B block | BLM inh | POLK inh | JMJD2A Tudor inh
# Brc1ccc(NCc2cccc3ccccc23)nc1 as listed: 11% | -2% | 7% | 2% | 42%[59 µM] | -3% | -5% | -14% | 31%
# COc1cccc(-n2nnc3c(=O)n(CC(=O)Nc4ccccc4C)cnc32)c1 as listed: ? | -3% | -2% | -1% | -33% | -21% | -7% | 12% | -23%
# Cc1c(C#N)c(N)nc2c3c(sc12)NC(=O)CC3c1ccc(F)cc1 (stereo unspecified) as listed: 1% | -12% | 7% | 1% | -45%[59 µM] | -20% | -6% | 1% | -12%
# O=C(c1cc2c(s1)CCC2)N1C(=O)c2ccccc2S1(=O)=O as listed: 22% | -15% | 8% | 4% | 40µM* | 50µM* | -2% | -2% | ?

# Bioassay records from PubChem.
